SENP8 block: blocks the human protease SENP8; Q96LD8; purified SENP8, Z-RLRGG-aminoluciferin cleavage, luminescence; inhibition, % at 10 µM; 1.2% of 330,000 active; AID 2540
697 NFkB inh: lowers PMA/ionomycin-induced NF-kB signal in 697 B cells | 697 B-cell NF-kB luciferase reporter, 16 h | inhibition, % at 4 µM | 0.33% of 330,000 active; in the data active = inhibition above about 35%
UBC13 inh: blocks human UBC13 polyubiquitin chain formation. TR-FRET. 0.47% of 330,000 active. inhibition, % at 20 µM. P61088. AID 485273; in the data active = inhibition above about 45%, passing the limit was not always enough
HKDC1 inh: blocks human hexokinase HKDC1 activity; recombinant HKDC1, G6PDH/diaphorase resazurin coupled fluorescence; inhibition, % at 20 µM; 0.16% of 340,000 active; Q2TB90;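 active = inhibition above about 35% when tested at 20 µM, limit read from the data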;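 also: plate controls were DMSO wells with enzyme for no effect and DMSO wells lacking enzyme for full effect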
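Test system: recombinant HKDC1 (HK5) hexokinase enzyme, produced in-house; Amount: enzyme 5 µg/mL final; Buffer or medium: Tris pH 8.0 buffer with MgCl2, Tween-20, BSA, BME; Reagent: glucose and ATP substrates; Doses: 20 µM test compound, 1% DMSO; Incubation: 90 min reaction incubation at room temperature, dark; Detection: resorufin fluorescence at 613 nm.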
Jurkat NFkB inh: lowers PMA/ionomycin-induced NF-kB signal in Jurkat cells. inhibition, % at 4 µM. 0.53% of 330,000 active. PMA/ionomycin-induced NF-kB luciferase reporter, luminescence
Gli-Sufu block: Gli-Sufu pathway antagonism; Sufu-KO-LIGHT fibroblasts, Gli luciferase reporter luminescence; inhibition, % at 5 µM; 0.74% of 340,000 active;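 active = inhibition above about 55%, limit read from the data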;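 also: 0% = DMSO-treated cells and 100% = wells with medium but no cells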
Apaf1 inhib: human Apaf-1 inhibition; O14727; inhibition, % at 20 µM; reconstituted apoptosome caspase-3 activity, DEVD-Rh110 fluorescence; AID 489030; 0.71% of 330,000 active; active = inhibition of at least 40% at 20 µM;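 also: plate controls were DMSO wells for no effect and DEVD-CHO caspase inhibitor wells for full effect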
Target sequence (O14727 whole entry, looked up): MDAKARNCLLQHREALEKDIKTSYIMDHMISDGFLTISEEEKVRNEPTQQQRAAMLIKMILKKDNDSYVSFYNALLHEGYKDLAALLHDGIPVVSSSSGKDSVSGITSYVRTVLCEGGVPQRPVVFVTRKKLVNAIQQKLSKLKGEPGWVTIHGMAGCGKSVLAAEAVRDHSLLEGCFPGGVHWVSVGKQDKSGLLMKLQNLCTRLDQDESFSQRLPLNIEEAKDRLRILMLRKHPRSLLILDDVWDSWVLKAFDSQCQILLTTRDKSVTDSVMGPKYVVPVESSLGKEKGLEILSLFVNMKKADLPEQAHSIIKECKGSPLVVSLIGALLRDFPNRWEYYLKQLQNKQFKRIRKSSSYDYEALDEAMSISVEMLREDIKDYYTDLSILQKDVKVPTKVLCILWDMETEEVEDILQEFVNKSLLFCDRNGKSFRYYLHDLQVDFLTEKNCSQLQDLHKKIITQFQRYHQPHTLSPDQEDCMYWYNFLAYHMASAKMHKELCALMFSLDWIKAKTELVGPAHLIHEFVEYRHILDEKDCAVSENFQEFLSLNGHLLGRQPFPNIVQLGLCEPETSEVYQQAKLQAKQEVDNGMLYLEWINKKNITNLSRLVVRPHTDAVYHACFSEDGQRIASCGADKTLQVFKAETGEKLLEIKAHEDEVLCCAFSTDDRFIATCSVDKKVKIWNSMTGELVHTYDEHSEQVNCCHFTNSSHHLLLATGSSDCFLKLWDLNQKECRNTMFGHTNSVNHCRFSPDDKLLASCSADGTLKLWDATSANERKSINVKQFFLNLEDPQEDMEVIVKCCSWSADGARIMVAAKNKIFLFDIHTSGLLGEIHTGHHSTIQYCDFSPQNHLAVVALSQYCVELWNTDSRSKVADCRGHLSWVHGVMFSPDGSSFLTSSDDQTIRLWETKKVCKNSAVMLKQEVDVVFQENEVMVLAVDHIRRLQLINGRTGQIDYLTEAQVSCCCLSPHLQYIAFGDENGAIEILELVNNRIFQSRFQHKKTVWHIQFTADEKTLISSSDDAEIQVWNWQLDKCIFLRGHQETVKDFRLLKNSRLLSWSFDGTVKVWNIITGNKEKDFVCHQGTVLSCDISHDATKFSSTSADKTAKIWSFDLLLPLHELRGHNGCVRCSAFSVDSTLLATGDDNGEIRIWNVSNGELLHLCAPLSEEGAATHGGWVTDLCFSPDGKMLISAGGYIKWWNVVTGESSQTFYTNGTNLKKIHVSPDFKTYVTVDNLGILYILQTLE
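System: reconstituted apoptosome with Apaf-1, cytochrome c, caspase-9, procaspase-3, dATP; Signal: Rh110 fluorescence intensity; Schedule: 30 min compound preincubation, 50 min activation, room temperature; Reagent: cytochrome c trigger plus (Z-DEVD)2-Rh110 caspase-3 substrate.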
SENP7 inh: blocks the human protease SENP7; Q9BQF6; inhibition, % at 5 µM; AID 434973; 1.5% of 330,000 active; recombinant SENP7, Z-RLRGG-aminoluciferin luminescence, 40 min;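 active = inhibition above about 50% at the single test dose, limit read from the data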;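 also: plate controls were DMSO with enzyme for no effect and no enzyme buffer wells for full effect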
Numbers without * were called inactive; / = no result given. Rule as the data show it, unless noted: active = inhibition above about 50%; inactive = the rest.

Letters: A = SENP8 block; B = 697 NFkB inh; C = UBC13 inh; D = HKDC1 inh; E = Jurkat NFkB inh; F = Gli-Sufu block; G = Apaf1 inhib; H = SENP7 inh
Cc1ccc(C2NC(=S)NC(c3ccc(C)cc3)C23C(=O)NC(=O)NC3=O)cc1 (configuration not stated)
  A = -5; B = 6; C = 1; D = 3; E = 10; F = 7; G = 6; H = 0
CC(=O)N[C@@H]1CC[C@@]2(O)[C@H]3Cc4ccc(O)c5c4[C@@]2(CCN3CC2CC2)[C@@H]1O5
  A = 3; B = 9; C = 0; D = -2; E = 14; F = 3; G = -8; H = 9
COc1ccc(SCC2CN(C)CCC2c2ccc(F)cc2)cc1 (configuration not stated)
  A = -2; B = -7; C = 15; D = 1; E = 17; F = -3; G = 7; H = -3
CC1(C)N2CC3([N+](=O)[O-])CN1CC([N+](=O)[O-])(C2)C3
  A = -8; B = 8; C = -8; D = -7; E = -8; F = 4; G = 0; H = -5
NC(N)=N/N=C/c1ccc(N(c2ccccc2)c2ccccc2)cc1
  A = -11; B = -8; C = 107*; D = 0; E = 61*; F = -2; G = 61*; H = 3
CC(C)c1ccc(N2C(=O)NC(=O)/C(=C/c3cnc(-c4ccccc4)nc3)C2=O)cc1
  A = 3; B = -6; C = 2; D = -2; E = -7; F = -1; G = 1; H = 2
O=C(c1ccc(F)cc1)N1CCC2(CC1)OCCO2
  A = -7; B = 1; C = 3; D = -6; E = 8; F = 1; G = -16; H = 1
CC(=O)O[C@@]12CO[C@@H]1C[C@H](O)[C@@]1(C)C(=O)[C@H](O)C3=C(C)[C@@H](O)C[C@@](O)([C@@H](OC(=O)c4ccccc4)C12)C3(C)C (some centres not stated)
  A = 2; B = 11; C = 2; D = -1; E = 31; F = 3; G = -6; H = -2
CC12CCC3C(CC=C4CC(O)CCC43C)C1C/C(=C\c1ccccc1F)C2=O (configuration not stated)
  A = -5; B = -4; C = 12; D = -9; E = 9; F = 1; G = 17; H = 4
CN(C)P1(N(C)C)=NC(C(F)(F)F)=NC(C(F)(F)F)=N1
  A = 1; B = -6; C = 3; D = 1; E = -12; F = 5; G = 3; H = 6

Compounds listed so far that contain sulfur:
Letters: A = SENP8 block; B = 697 NFkB inh; C = UBC13 inh; D = HKDC1 inh; E = Jurkat NFkB inh; F = Gli-Sufu block; G = Apaf1 inhib; H = SENP7 inh
Cc1ccc(C2NC(=S)NC(c3ccc(C)cc3)C23C(=O)NC(=O)NC3=O)cc1 (configuration not stated)
  A = -5; B = 6; C = 1; D = 3; E = 10; F = 7; G = 6; H = 0
COc1ccc(SCC2CN(C)CCC2c2ccc(F)cc2)cc1 (configuration not stated)
  A = -2; B = -7; C = 15; D = 1; E = 17; F = -3; G = 7; H = -3

Back to the main list with the 2 entries that preceded the break.
Letters: A = SENP8 block; B = 697 NFkB inh; C = UBC13 inh; D = HKDC1 inh; E = Jurkat NFkB inh; F = Gli-Sufu block; G = Apaf1 inhib; H = SENP7 inh
CC12CCC3C(CC=C4CC(O)CCC43C)C1C/C(=C\c1ccccc1F)C2=O (configuration not stated)
  A = -5; B = -4; C = 12; D = -9; E = 9; F = 1; G = 17; H = 4
CN(C)P1(N(C)C)=NC(C(F)(F)F)=NC(C(F)(F)F)=N1
  A = 1; B = -6; C = 3; D = 1; E = -12; F = 5; G = 3; H = 6
C/C(Cl)=C/CC1(CN2CCCC2=O)C(=O)NC(=O)NC1=O
  A = -1; B = 11; C = 4; D = 5; E = -19; F = 3; G = 5; H = -4
O=c1[nH]c(=O)n(CCC2=CCCCC2)c(O)c1/C=N/Nc1cccc2ccccc12
  A = -1; B = 24; C = 1; D = 19; E = 8; F = 3; G = 10; H = 4
Cc1ccc(Cn2nnnc2CN2CCC(n3nnc4ccccc43)CC2)cc1
  A = -1; B = -20; C = 7; D = 0; E = -2; F = 15; G = 15; H = 6
c1ccc(CN2CCN(Cc3ccc4c(c3)OCCO4)CC2)cc1
  A = 3; B = 18; C = 9; D = -8; E = -12; F = -5; G = 4; H = 6
COc1cc(C)c(CN2CCN(c3ccccc3)CC2)cc1C
  A = 2; B = 10; C = -5; D = -14; E = 3; F = -20; G = 4; H = -2
O=C1C2CCCN2C(c2ccc(Cl)cc2)N1c1ccccn1 (configuration not stated)
  A = -2; B = -4; C = -8; D = 0; E = -6; F = 4; G = 8; H = -13
COc1ccc(CNC(=O)CCC(=O)N2C[C@H]3C[C@H](C2)c2cccc(=O)n2C3)cc1
  A = -1; B = 0; C = 7; D = -7; E = 0; F = 4; G = -13; H = 2
COC(=O)c1ccccc1N=Cc1c(O)[nH]c(=O)[nH]c1=O
  A = -15; B = 3; C = 2; D = -2; E = 14; F = 10; G = 3; H = -1
Cc1nc2sccc2c(=O)n1-c1ccccc1Cl
  A = -6; B = -3; C = -1; D = -3; E = -3; F = 3; G = 8; H = -3
COc1cc(CNCCc2c[nH]c3ccccc23)cc(OC)c1
  A = -1; B = -4; C = 9; D = -6; E = 15; F = 7; G = -4; H = -6

Looked up above.
Reading of C/C(Cl)=C/CC1(CN2CCCC2=O)C(=O)NC(=O)NC1=O under UBC13 inh: 4
Reading of NC(N)=N/N=C/c1ccc(N(c2ccccc2)c2ccccc2)cc1 under SENP8 block: -11
Reading of COc1ccc(CNC(=O)CCC(=O)N2C[C@H]3C[C@H](C2)c2cccc(=O)n2C3)cc1 under SENP7 inh: 2
Reading of COc1cc(C)c(CN2CCN(c3ccccc3)CC2)cc1C under HKDC1 inh: -14
Reading of Cc1ccc(Cn2nnnc2CN2CCC(n3nnc4ccccc43)CC2)cc1 under HKDC1 inh: 0
Reading of CC12CCC3C(CC=C4CC(O)CCC43C)C1C/C(=C\c1ccccc1F)C2=O (configuration not stated) under UBC13 inh: 12

The listing continues.
Letters: A = SENP8 block; B = 697 NFkB inh; C = UBC13 inh; D = HKDC1 inh; E = Jurkat NFkB inh; F = Gli-Sufu block; G = Apaf1 inhib; H = SENP7 inh
COC1=C[C@@H]2C3=C([C@@H]2C1=O)[C@@H](NC(C)=O)CCc1cc(OC)c(OC)c(OC)c13
  A = 5; B = 16; C = 4; D = -11; E = 9; F = -7; G = -10; H = 9
NC(Cc1nc2ccccc2[nH]1)c1ccc(Cl)cc1 (configuration not stated)
  A = 0; B = -88; C = 3; D = -4; E = -68; F = 0; G = -5; H = 4
O=C1NC(=O)C(=C/C=C/c2coc3ccc(Br)cc3c2=O)C(=O)N1
  A = 3; B = -15; C = -71; D = /; E = -20; F = /; G = 1; H = 9
Cn1c(O)c(/C=N/N2CCOCC2)c(=O)[nH]c1=S
  A = -16; B = 2; C = 0; D = -8; E = -12; F = 5; G = 5; H = -9
Cc1ccc2c(c1)C1CN(C)CCC1N2C(=O)c1cccnc1Cl (configuration not stated)
  A = -1; B = 6; C = 12; D = 2; E = 6; F = 4; G = -24; H = 3
Cn1cccc1CN1CCN(C(=O)COc2ccccc2)CC1
  A = -1; B = 11; C = -7; D = -3; E = 15; F = -11; G = 0; H = 3
CCOC(=O)c1ccc(NC(=O)N2C[C@@H]3C[C@@H](C2)c2cccc(=O)n2C3)cc1
  A = -2; B = 8; C = 3; D = -7; E = -1; F = 0; G = -4; H = -1
O=C1c2ccccc2C(=O)N1Cc1nc2ccccc2c(=O)n1-c1ccc(Br)cn1
  A = -3; B = 4; C = 6; D = 4; E = 4; F = 3; G = 4; H = -9
COc1cc(CNCCc2ccc3c(c2)OCO3)ccc1O
  A = -13; B = -13; C = -9; D = 4; E = -6; F = 7; G = 0; H = 15
Cc1c(C(=O)C(=O)N2CCC3(CC2)OCCO3)c2ccccc2n1C
  A = 4; B = 6; C = 2; D = 0; E = -4; F = 3; G = -6; H = 5

Source: PubChem (Sanford-Burnham Center for Chemical Genomics)

An excerpt, so the mix of outcomes need not match the whole.
